High-throughput results deposited in PubChem by several laboratories.
HUVEC prolif 384: human endothelial cell proliferation inhibition; HUVEC proliferation, CellTiter-Glo luminescence, 72 h; stronger effect = lower value; viability, % at 10 µM (by protocol); 86,000 compounds, 1.1% hits;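 active = viability at or below 30%; inactive = viability above 30%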;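 note: 100% = median luminescence of DMSO-only cell control wells on each plate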
Fibroblast inh: blocks proliferation of human lung fibroblasts; LL 47 human lung fibroblast viability, ATP luminescence; stronger effect = lower value; 85,000 compounds, 1.1% hits; viability, % at 10 µM;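 active = viability at or below 50% in the single dose screen; inactive = viability above 50%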;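 note: compound exposure lasted 72 h before the ATP readout; 100% = median luminescence of untreated cell-only wells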
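Material: Human LL 47 lung fibroblast cells | Input: 1,150 cells/well | Buffer or medium: IMEM plus 15% FBS | Compound dosing: 0.1% DMSO in all compound wells | Times: Overnight cell rest, 72 h compound treatment at 37 °C | Signal: CellTiter-Glo luminescence measuring cellular ATP | Measure: % viability versus median cells-only luminescence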
Ecoli WT expand: blocks growth of wild type E. coli BW25113 | OD600 absorbance | growth inhibition, % at 100 µM | 98,000 compounds, 0.15% hits;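 active = growth inhibition above about 50% at one test dose, limit read from the data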;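 note: growth measured after 20 h incubation at 37 °C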
S1P2 agonist: activates the human S1P2 receptor; AID 729; activation, % at 4.5 µM; S1P2-expressing cell line, agonist reporter read-out; O95136; 97,000 compounds, 0.46% hits; in the data active = activation above about 16%;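 note: 0% = vehicle low control and 100% = maximal reference agonist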
Target sequence (O95136 whole entry, looked up): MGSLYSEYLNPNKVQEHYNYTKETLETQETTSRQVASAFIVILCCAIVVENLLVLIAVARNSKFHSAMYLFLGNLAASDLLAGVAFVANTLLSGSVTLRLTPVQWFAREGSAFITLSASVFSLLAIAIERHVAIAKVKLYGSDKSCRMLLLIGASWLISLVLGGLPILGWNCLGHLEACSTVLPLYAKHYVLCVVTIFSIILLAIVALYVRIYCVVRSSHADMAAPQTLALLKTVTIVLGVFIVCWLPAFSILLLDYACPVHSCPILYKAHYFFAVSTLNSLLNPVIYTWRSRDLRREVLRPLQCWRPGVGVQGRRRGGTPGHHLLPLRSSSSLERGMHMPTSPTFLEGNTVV
H69AR growth 86K: blocks growth of human H69AR lung tumor cells; H69AR lung tumor viability, ATP luminescence, 72 h; stronger effect = lower value; viability, % at 10 µM; 85,000 compounds, 6% hits;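 active = viability at or below 40%; inactive = viability above 40%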;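 note: multidrug resistant small cell line overexpressing MRP-1 efflux transporter; 100% = mean luminescence of untreated control wells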
PostGolgi ctrl: yeast control strain growth, post-Golgi counter-screen | efflux-deficient yeast background strain, growth absorbance A615, 16 h | AID 738 | inhibition, % at 10 µM | 98,000 compounds, 5% hits
S1P2 antag: antagonists of human S1P2 receptor; 97,000 compounds, 0.21% hits; inhibition, % at 5 µM; O95136; cell-based S1P2 antagonist assay, inhibition at 5 uM; in the data active = inhibition above about 45%;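 note: CRE beta-lactamase reporter cells expressing human S1P2 stimulated with S1P; 0% = agonist at EC80 alone and 100% = agonist plus reference antagonist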
PostGolgi yeast: growth inhibition of a yeast mutant, post-Golgi transport screen. AID 739. post-Golgi transport phenotypic cell assay. 98,000 compounds, 0.9% hits. inhibition, % at 10 µM;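 note: yeast cells grown in 1536-well plates; yeast grown about 18 h at 30C before absorbance read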
hDAT+cocaine: human DAT dopamine uptake with cocaine, either direction | LLC-PK1 hDAT cells, [14C]-dopamine uptake with cocaine IC80; actives deviate in either direction | B-score at 10 µM | AID 449768 | 110,000 compounds, 1.3% hits;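 active = Z score or B-score, a plate-position-corrected score, falls beyond the plate's 99.7% confidence bounds, in either direction; inactive = both scores lie inside the 99.7% bounds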;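 note: scored against the spread of the other compound wells on the same plate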
Target sequence (Q01959 whole entry, looked up): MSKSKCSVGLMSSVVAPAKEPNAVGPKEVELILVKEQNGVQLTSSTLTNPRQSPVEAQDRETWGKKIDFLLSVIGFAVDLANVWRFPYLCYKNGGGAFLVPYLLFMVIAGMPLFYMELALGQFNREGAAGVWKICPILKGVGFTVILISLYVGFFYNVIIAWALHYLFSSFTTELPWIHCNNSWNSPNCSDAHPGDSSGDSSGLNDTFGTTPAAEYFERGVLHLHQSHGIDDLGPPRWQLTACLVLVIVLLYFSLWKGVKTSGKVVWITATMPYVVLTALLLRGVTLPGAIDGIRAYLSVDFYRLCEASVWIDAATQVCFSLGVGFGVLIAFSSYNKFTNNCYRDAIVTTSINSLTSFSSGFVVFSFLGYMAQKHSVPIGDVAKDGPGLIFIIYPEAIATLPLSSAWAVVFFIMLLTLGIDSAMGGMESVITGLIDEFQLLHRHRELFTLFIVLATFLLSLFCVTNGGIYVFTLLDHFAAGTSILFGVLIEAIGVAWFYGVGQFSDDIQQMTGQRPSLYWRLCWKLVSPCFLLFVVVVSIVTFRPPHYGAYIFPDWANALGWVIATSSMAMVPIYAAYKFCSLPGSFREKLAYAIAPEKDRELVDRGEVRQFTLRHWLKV
An asterisk follows results filed as active; / = no result given. Cut-off read from the data, not from the text of the source, unless noted: active = inhibition above about 30%; inactive = the rest.

SMILES	HUVEC prolif 384	Fibroblast inh	Ecoli WT expand	S1P2 agonist	H69AR growth 86K	PostGolgi ctrl	S1P2 antag	PostGolgi yeast	hDAT+cocaine
COc1ccc(-c2ccnc(SCC(=O)N3CCOCC3)n2)cc1	92	104	-10	1	53	9	-4	4	0.0083
Cc1c(Cl)c([N+](=O)[O-])nn1CC(=O)NCc1ccco1	/	/	6	-8	/	-1	-15	3	-0.87
Cc1nc(CCNC(=O)c2ccccc2)cs1	89	93	4	-10	92	9	-1	-3	-0.66
COc1cccc(OC)c1C(=O)Nc1ccc2c(c1)OCCO2	91	101	5	-10	99	3	9	-2	0.31
Cn1c(-c2sc3ccccc3c2Cl)n[nH]c1=S	43	99	-1	-1	83	22	-7	10	-0.28
Cn1nnc2cc(C(=O)N3CCC(c4ccccc4)C3)ccc21 (configuration not stated)	89	97	3	-1	95	20	-3	-5	0.37
Cc1ccc(S(=O)(=O)N2CCCC2)cc1C(=O)O	/	/	-3	-1	/	-3	2	3	-0.73
Nc1nnnn1/N=C/c1ccccn1	93	101	-4	-2	96	5	-9	-6	-1.4
CCN1CCN(C(=S)Nc2ccc([N+](=O)[O-])cc2)CC1	/	/	18	-6	/	8	21	-2	-0.68
COC(=O)c1sccc1NC(=O)c1ccc(Br)o1	96	96	-6	-1	40	1	6	11	-1.1
COc1ccc(-c2noc(Cc3cccs3)n2)cc1	108	101	14	-6	111	-6	-1	5	0.41
COc1ccc(Nc2nc(NCc3ccco3)nc(N/N=C/c3ccccc3)n2)cc1	/	/	-4	-6	/	30	21	19	1.2
COC(=O)C1=C(N)Oc2cc(C)n(CCCn3ccnc3)c(=O)c2C1c1ccc(Cl)cc1 (configuration not stated)	75	100	-1	-3	79	-4	16	-9	-0.02
COCCNC(=O)C(C)N1c2cccc3cccc(c23)S1(=O)=O (configuration not stated)	99	96	/	-3	69	/	-6	/	-0.14
CCOC(=O)Cn1c(=O)oc2cc(S(=O)(=O)N3CCc4ccccc43)ccc21	90	90	-2	-7	106	20	-7	-7	0.045
O=C(c1ccco1)N1CCN(CCOCCOc2cccc3ccccc23)CC1	96	88	-1	-8	78	6	-6	1	0.97
Clc1ccccc1Oc1cnc2ccccc2n1	/	/	12	-4	/	0	-12	-5	-1.4
Cc1cc(C)c(S(=O)(=O)c2ccccc2)c(OC(=O)c2ccc(Cl)cc2Cl)n1	101	111	0	-6	93	14	-12	-5	-0.16
Cc1onc(-c2ccccc2Cl)c1C(=O)Nc1c(C)n(C)n(-c2ccccc2)c1=O	122	107	7	-6	95	-4	8	4	-0.2
CCn1c(SCC(=O)Nc2ccc(S(=O)(=O)Nc3ccccn3)cc2)nnc1-c1ccncc1	92	98	7	0	82	-1	3	-4	-0.38
Cc1cc(N2CCCCC2)nc(N2CCOCC2)n1	104	104	6	-2	93	9	-23	6	/
Cc1ccc(Cn2ncc3c(N4CCOCC4)ncnc32)cc1	90	104	-13	-7	95	7	0	-3	-0.33
Cc1cc(C)n(CC(=O)O)n1	102	100	/	-8	90	/	-12	/	0.47
CC(C)C(=O)Nc1cc2c(cc1C(=O)c1ccccc1)OCCO2	91	96	3	-7	83	15	-1	-3	0.88
Nc1nncn1C(=O)c1cc(Br)ccc1Cl	97	91	-4	-3	95	14	6	-10	-0.35
CCN(CCO)Cc1cn[nH]c1-c1ccc(C)c(C)c1	96	104	-9	-3	91	6	13	-5	1.3
CCOC(=O)Cn1nc(C)c2c1CCCC2=O	92	100	5	-3	103	16	6	11	-0.94
Cc1c(C(=O)N2CCCC2)sc(NC(=O)c2cccc(Cl)c2)c1C#N	78	98	-3	-4	90	17	-12	-6	1.4
O=C(Nc1c(F)cc(F)cc1Br)c1cc2nc(C(F)F)cc(C(F)F)n2n1	97	91	2	-3	80	10	12	-2	-1.2
CCCCNC(=O)CCCn1c(=S)[nH]c2cc3c(cc2c1=O)OCO3	80	94	-7	-5	88	4	28	15	0.88
O=C(CSc1nnc(Cc2ccc3c(c2)OCO3)n1C1CCCCC1)NC1CCCC1	95	95	/	-7	84	/	11	/	-0.54
CC(C)(C)c1ccc(S(=O)(=O)O/N=C2/CCCCC2c2ccc([N+](=O)[O-])cc2[N+](=O)[O-])cc1 (configuration not stated)	88	100	-1	-4	84	-2	-5	20	0.14
NNC(=O)CN1C(c2cccc(Cl)c2)=Nc2ccc(Br)cc2C1c1ccccc1 (configuration not stated)	/	/	1	-3	/	9	1	2	0.25
Cc1nc(Nc2nc(-c3ccccc3)cc(=O)[nH]2)nc2ccccc12	5.0*	13*	/	0	14*	/	-12	/	-1.4
COc1ccc(C(=O)COC(=O)CCCn2c(=O)oc3ccccc32)cc1	112	95	/	-3	99	/	2	/	1.9
O=C1CC(=Nc2ccccc2)NN1c1ccccc1	/	/	-5	-7	/	9	1	-4	0.36
O=C(C[n+]1ccc(C(=O)N/N=C/c2ccc(OCc3ccccc3)cc2)cc1)c1ccccc1	89	93	-5	3	68	6	-24	0	0.087
CC1CCCN(C(c2ccccc2)c2sc3ncnn3c2O)C1 (configuration not stated)	115	102	/	/	75	/	/	/	-0.23
Cc1ccc2c(CC(=O)Nc3ccc(N4CCN(C)CC4)cc3C)coc2c1	15*	69	0	/	22*	0	/	-10	0.43
O=C(Cn1c(-c2ccco2)nc2ccccc21)N1CCCCC1	87	112	-4	-4	58	7	-2	-11	-0.033
COc1ccccc1NC(=O)c1ccc(NS(=O)(=O)c2c(C)noc2C)cc1	/	/	-8	-4	/	6	13	2	-0.98
O=C(CSCc1ccc(F)cc1)Nc1ccccc1	/	/	-8	-5	/	6	-2	-3	0.92
N#CC1=C(N)SC(N)=C(C#N)C1c1cccc(Oc2ccccc2)c1	81	100	3	-1	91	29	9	3	-1.6
N#CC1=C(N)C(C#N)(C#N)C(c2cccnc2)C2COCC=C12 (configuration not stated)	102	98	8	-7	88	16	19	1	0.83
COc1ccc(-c2nc3cc(NC(=O)c4ccc5c(c4)OCO5)ccc3o2)cc1	92	100	-19	-5	98	1	-13	-9	-9*
O=C(Nc1nccs1)c1ccc(Cl)c(S(=O)(=O)N2CCCCC2)c1	86	102	6	-4	53	18	-44	23	0.56
Cc1ccccc1C(=O)Nc1ccc2nc3n(c(=O)c2c1)CCC3	96	109	-4	-4	78	15	-1	-5	0.012
O=C(NC1CCCCC1)C(c1ccccc1)N1CCC2(CC1)OCCO2 (configuration not stated)	100	104	-2	/	92	0	/	25	-1.4
Cc1c(C(=O)Oc2ccc(-c3cnc4ccccc4n3)cc2)cccc1[N+](=O)[O-]	/	/	-16	-7	/	21	-5	2	-1.6
CC(=O)c1c(C)nc(-c2ccc(Cl)cc2)nc1NC(=O)C(C)C	82	92	-9	-3	105	7	3	5	0.047
CSCC[C@H](NC(=O)NCCC1=CCCCC1)C(=O)O	93	95	0	-9	93	5	-6	-1	0.2
Cc1ccc(N2CC(C(=O)NC3=NCCS3)CC2=O)cc1 (configuration not stated)	97	103	-6	-2	109	9	0	-1	-1.2
CCCCNC(=O)c1cc(-c2ccc(OC)c(OC)c2)on1	96	101	-2	-4	100	-3	7	2	-0.0048
O=C(O)CCc1ccc(S(=O)(=O)N2CCOCC2)cc1	/	/	1	-2	/	-2	16	1	0.0069
CCOC(=O)c1ccc(CNC(=O)CSc2nc(NC(=O)c3ccccc3)c3c(C)c(C)oc3n2)cc1	87	101	-16	-4	91	5	-9	-8	-1.1
CCc1nnc(NC(=O)CN2CCC(O)(c3ccccc3OC)CC2)s1	109	102	2	-6	95	5	3	-3	0.34
COc1ccc(-n2c(Cc3cccs3)nnc2SCC(=O)Nc2ccc3c(c2)OCCO3)cc1	104	95	-20	-2	91	6	21	-7	1.5
CCOC(=O)N1CCC(O)(c2cc(C)c(C)cc2C)CC1	98	94	-4	-2	90	11	0	-5	2
Cc1ccccc1COc1ccc(/C(O)=C2/C(=O)C(=O)N(CCCn3ccnc3)C2c2ccco2)cc1 (configuration not stated)	98	97	/	/	89	/	/	/	0.66
Cc1noc(C)c1C(=O)Nc1sc(C)c(-c2ccccc2)c1C#N	57	95	-4	-4	32*	28	-12	6	-0.11

A section of the results above:
SMILES	HUVEC prolif 384	Fibroblast inh	Ecoli WT expand	S1P2 agonist	H69AR growth 86K	PostGolgi ctrl	S1P2 antag	PostGolgi yeast	hDAT+cocaine
Cc1ccc(N2CC(C(=O)NC3=NCCS3)CC2=O)cc1 (configuration not stated)	97	103	-6	-2	109	9	0	-1	-1.2
CCCCNC(=O)c1cc(-c2ccc(OC)c(OC)c2)on1	96	101	-2	-4	100	-3	7	2	-0.0048

Remaining list, next part:
SMILES	HUVEC prolif 384	Fibroblast inh	Ecoli WT expand	S1P2 agonist	H69AR growth 86K	PostGolgi ctrl	S1P2 antag	PostGolgi yeast	hDAT+cocaine
CCOC(=O)C(NC(=O)c1ccccc1)(OCC1(CC)COC1)C(F)(F)F (configuration not stated)	95	99	/	1	96	/	19	/	-1.2
Cn1c(NC(=O)c2ccccc2C(F)(F)F)cc(=O)n(C)c1=O	92	90	2	-1	67	8	-1	-2	0.15
CC(Nc1cc(N2CCCC2)ccc1[N+](=O)[O-])c1ccccc1 (configuration not stated)	/	/	-13	1	/	9	-22	5	0.18
CCOc1ccccc1-c1cc(C(=O)N/N=C/c2ccc3c(c2)OCO3)c2ccccc2n1	/	/	-6	-7	/	92*	-17	53*	0.024
CCOC(=O)c1cnn(-c2nc3c(C)cccc3s2)c1C(F)(F)F	/	/	3	0	/	3	-14	20	-0.45
Cc1nc(-c2ccccc2)sc1C(=O)CSc1ccccc1	/	/	-6	-6	/	30*	18	-9	1.5
COCCNC(=O)CN(c1ccc(C)cc1)S(=O)(=O)c1ccc(SC)cc1	95	99	-1	/	98	-3	/	-4	-0.045
COCCN(CCOC)C(=O)c1c[nH]c2ccc(S(=O)(=O)N(C)c3ccc(F)cc3)cc2c1=O	99	122	-5	-4	96	-2	6	0	-1.6

Molecules shown so far with an aryl methoxy group:
SMILES	HUVEC prolif 384	Fibroblast inh	Ecoli WT expand	S1P2 agonist	H69AR growth 86K	PostGolgi ctrl	S1P2 antag	PostGolgi yeast	hDAT+cocaine
COc1ccc(-c2ccnc(SCC(=O)N3CCOCC3)n2)cc1	92	104	-10	1	53	9	-4	4	0.0083
COc1cccc(OC)c1C(=O)Nc1ccc2c(c1)OCCO2	91	101	5	-10	99	3	9	-2	0.31
COc1ccc(-c2noc(Cc3cccs3)n2)cc1	108	101	14	-6	111	-6	-1	5	0.41
COc1ccc(Nc2nc(NCc3ccco3)nc(N/N=C/c3ccccc3)n2)cc1	/	/	-4	-6	/	30	21	19	1.2
COc1ccc(C(=O)COC(=O)CCCn2c(=O)oc3ccccc32)cc1	112	95	/	-3	99	/	2	/	1.9
COc1ccccc1NC(=O)c1ccc(NS(=O)(=O)c2c(C)noc2C)cc1	/	/	-8	-4	/	6	13	2	-0.98
COc1ccc(-c2nc3cc(NC(=O)c4ccc5c(c4)OCO5)ccc3o2)cc1	92	100	-19	-5	98	1	-13	-9	-9*
CCCCNC(=O)c1cc(-c2ccc(OC)c(OC)c2)on1	96	101	-2	-4	100	-3	7	2	-0.0048
CCc1nnc(NC(=O)CN2CCC(O)(c3ccccc3OC)CC2)s1	109	102	2	-6	95	5	3	-3	0.34
COc1ccc(-n2c(Cc3cccs3)nnc2SCC(=O)Nc2ccc3c(c2)OCCO3)cc1	104	95	-20	-2	91	6	21	-7	1.5
